ELG1 repair inh – blocks ELG1-dependent DNA repair in HEK293T cells. Potency, µM (series often up to 46.1 µM), for inactives: at the top dose activity change, negative = inhibition, most hits filed as inhibitors. 330,000 tested, 2.3% active. HEK293T ELG1-luciferase reporter, luminescence, 16 h; DNA damage induced by 5-fluorouridine; note: potency is the fitted concentration of half-maximal effect; % is set by controls: 0 for no effect and ±100 for the full control effect; nearly all actives have a fitted effect of over 55% in size
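Luminescence from the luciferase reporter, measured 30 min after ONE-Glo reagent at room temperature, was the read-out. Beforehand, 2,000 cells per well were exposed for 16 hr at 37 °C to 5-fluorouridine together with compound or vehicle.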
TRPV1 agonist – agonists of human vanilloid receptor 1 (TRPV1). Q8NER1. TRPV1-expressing cells, Fluo-8 calcium influx, agonist mode. activation, % at 8.33 µM. 320,000 tested, 0.19% active; in the data active = activation above about 80%; inconclusive = between about 30% and that limit; note: 0% is about no effect
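Cells expressing TRPV1 were dye-loaded with Fluo-8 and read kinetically: 10 s baseline, 3 min after compound (agonist portion), then 2 min after EC20 capsaicin (allosteric enhancer portion). Calcium-bound dye fluorescence at 480/520 nm.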
TCR activator – activators of T cell receptors | Potency, µM (highest dose often 9.22 µM), inactives show at the highest dose activation of IL-2 secretion, most hits filed as activators | AID 504894 | primary human leukocytes, anti-CD3, IL-2 HTRF, 48 h | 330,000 tested, under 10 active; note: % of control where 0% means no effect
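48 hr co-incubation of compounds, a-CD3 beads and primary human leukocytes; IL-2 quantified homogeneously by HTRF with anti-IL-2 K and d2 conjugates.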
Integrin act MD – integrin-mediated muscular dystrophy alleviation activation. alpha7betagal myoblasts, beta-gal FDG fluorescence, 48 h. Potency, µM (series often up to 38.3 µM), inactives show at the highest dose activation, usual class: activators. 350,000 tested, 0.064% active. AID 624291;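 note: potency is the fitted concentration of half-maximal effect; 100% = response of the positive control SU9516; nearly all actives have a fitted effect of over 60% in size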
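Alpha7betagal+/- myoblasts (passage 13) were plated 16-24 hr, then exposed to compounds (1:260 dilution of DMSO stock) for 48 hours at 37C. After MPER lysis, β-galactosidase reporter activity was read as FDG fluorescence (ex 480/em 540) after 30 minutes.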
p53 reactivation – re-activators of mutant p53. 320,000 tested, 0.063% active. H1299 p53-A138V BP100-luciferase reporter, luminescence, 24 h. Potency, µM (titrated, usually from 92.2 µM), for the others: top-dose activity change, positive = activation, hits mostly activators; note: potency is the fitted concentration of half-maximal effect; % of control where 0% means no effect; nearly all actives have a fitted effect of over 45% in size
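H1299 (p53-null), stable ts p53-A138V + BP100-Luc; 1000 cells/well, Opti-MEM/10% FBS; cpd 4 pt, 1:5; 24 h, 37 deg C, 5% CO2; detection reagent 10 min RT; luminescence.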
BRCA1 expr up – increases BRCA1 expression | 380,000 tested, 1.1% active | MCF7-BRCA1-FFLuc reporter, luminescence, 48 h; response scale: scaled: vehicle 0%, 10 µM genistein 100% | Potency, µM (doses to about 46.1 µM), for inactives: at the highest dose activation, usual class: activators; note: potency is the fitted concentration of half-maximal effect; nearly all actives have a fitted effect of over 80% in size; some results filed as inactive show a strong effect at the top dose
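Luminescence from a BRCA1-driven firefly luciferase in MCF7 cells was the read-out, taken 15 min after substrate addition following 48 h compound exposure at 37 °C. Data were normalized to a 10 microM genistein control and DMSO vehicle.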
PTAP TSG101 blk – blocks PTAP/TSG101 interaction to inhibit HIV-1 budding. Potency, µM (titrated, usually from 115 µM), for inactives: top-dose activity change, negative = inhibition, actives largely listed as inhibitors. Q99816. 340,000 tested, under 10 active. Fluorescence polarization, FITC-PTAP peptide / Tsg101 binding; active = well fitted inhibition curve with a large enough effect in the main read-out, with a control signal flat, not every such curve was filed as active; inconclusive = small, poorly fitted or top-dose-only effect, or effect the other way, or a change in a side signal; inactive = no such curve, though single readings can be large or run the other way; note: potency is the fitted concentration of half-maximal effect; % of control where 0% means no effect
Target sequence (Q99816 whole entry, looked up): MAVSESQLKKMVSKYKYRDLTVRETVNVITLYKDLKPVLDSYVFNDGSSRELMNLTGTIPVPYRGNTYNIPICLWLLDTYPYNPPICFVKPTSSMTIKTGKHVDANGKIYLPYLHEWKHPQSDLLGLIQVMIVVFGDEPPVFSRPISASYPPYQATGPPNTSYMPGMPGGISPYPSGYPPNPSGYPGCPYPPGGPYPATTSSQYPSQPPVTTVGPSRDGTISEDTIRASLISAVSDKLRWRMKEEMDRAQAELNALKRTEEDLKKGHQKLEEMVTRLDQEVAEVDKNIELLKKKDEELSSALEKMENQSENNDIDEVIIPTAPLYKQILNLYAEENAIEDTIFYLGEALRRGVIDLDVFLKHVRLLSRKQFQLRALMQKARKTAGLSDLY
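Fluorescence anisotropy tracks displacement of a FITC-tagged PTAP peptide (50 nM) from the Tsg101 binding domain (10 uM), following a 20 min room-temperature incubation at pH 7.5.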
B2AR arrestin – agonists driving beta-arrestin recruitment to human beta2-adrenergic receptor. P07550. beta-arrestin recruitment to beta2AR, cell-based reporter. Potency, µM (highest dose often 46.1 µM), for the others: at the highest dose activation, hits mostly activators. 330,000 tested, 0.02% active. AID 492947;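 note: potency is the fitted concentration of half-maximal effect; 0% = DMSO controls and full agonism = EC100 isoproterenol or metaproterenol; nearly all actives have a fitted effect of over 65% in size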
Target sequence (P07550 whole entry, looked up): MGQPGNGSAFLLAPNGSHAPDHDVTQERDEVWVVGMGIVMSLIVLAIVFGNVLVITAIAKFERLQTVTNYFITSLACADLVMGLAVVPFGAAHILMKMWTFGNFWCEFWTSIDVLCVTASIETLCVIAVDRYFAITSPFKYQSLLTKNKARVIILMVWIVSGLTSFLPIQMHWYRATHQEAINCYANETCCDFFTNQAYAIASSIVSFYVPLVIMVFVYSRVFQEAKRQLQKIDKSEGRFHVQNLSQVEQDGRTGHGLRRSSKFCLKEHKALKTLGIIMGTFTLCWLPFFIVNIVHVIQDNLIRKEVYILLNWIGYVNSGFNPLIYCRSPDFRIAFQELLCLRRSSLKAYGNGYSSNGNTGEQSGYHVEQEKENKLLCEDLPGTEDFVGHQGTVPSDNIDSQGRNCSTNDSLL
AT treatment – potential ataxia-telangiectasia treatment | […] A-T fibroblasts, KAP-1 phosphorylation AlphaLISA; neocarzinostatin DNA damage 30 min before lysis | Potency, µM (doses to about 57.5 µM), without a hit: at the highest dose activation, hits mostly activators | 320,000 tested, 0.19% active | AID 485349; note: potency is the fitted concentration of half-maximal effect; % of control where 0% means no effect; nearly all actives have a fitted effect of over 45% in size
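hTERT-immortalized A-T patient fibroblasts ([…]), 500 cells/well in OPTI-MEM, 1% FBS, got compounds for 60 min, then NCS for 30 min at 37C. Lysates were then assayed for phospho-KAP-1 by AlphaLISA (anti-pKAP1 donor, anti-KAP1 acceptor beads), 6 hr at 25C.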
MLL CXXC-DNA inh – MLL CXXC-DNA interaction inhibition; Q03164; 290,000 tested, 0.037% active; Potency, µM (highest dose often 115 µM), for inactives: at the highest dose activity change, negative = inhibition, hits mostly inhibitors; AID 2662; MLL-CXXC / FITC-HOXA9 DNA fluorescence polarization; active = well fitted inhibition curve with a large enough effect in the polarisation, with a control signal flat, not every such curve was filed as active; inconclusive = small, poorly fitted or top-dose-only effect, or effect the other way, or a change in a side signal; inactive = no such curve, though single readings can be large or run the other way; the % refers to the polarisation; note: potency is the fitted concentration of half-maximal effect
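Purified MLL-CXXC (added from a 7 uM solution) was preincubated 5 min at ambient with pinned compounds in 50 mM Tris-HCl pH 7.5, 50 mM NaCl, 1 mM DTT, 0.05% BSA. Fluorescein-labeled HOX-A9 DNA (50 nM solution) followed, 30 min, then polarization read.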
The depositor's hits bear a star; ? = inconclusive; . = no result given; & = joins results of further samples; [ ] = another dose, or the depositor's remark. Unless noted, calls come from the whole dose curve; as a rule, active = well fitted curve in the direction sought with a large enough effect; inconclusive = small, poorly fitted or top-dose-only effect, or another doubt; inactive = no such curve, though single readings can be large; an effect the other way counts as inactive or inconclusive. Hits appear at their usual frequency; overall some 3.8% were active at least once.

entry	smiles	ELG1 repair inh	TRPV1 agonist	TCR activator	Integrin act MD	p53 reactivation
1	Cc1ccc(C(=O)O)cc1NC(=S)NC(=O)c1ccc([N+](=O)[O-])cc1Cl	1%	-1	-15%[46.1 µM]	2%	8%
2	CCCn1c(O)c(N=NC(=O)c2ccco2)c2ccccc21	?	7	-1%[46.1 µM]	-31%	-8%
3	CCOc1ncccc1C(=O)NCc1ccc(OC)c(OC)c1	-19%	-2	-10%[46.1 µM]	32%	-8%
4	O=C(COc1ccccc1)Nc1cccc(-c2nc3ccccc3[nH]2)c1	?	6	-3%[46.1 µM]	3%	?
5	Cc1ccc2[nH]c(C(=O)NN=C3CCCCC3)c(-c3ccccc3)c2c1	?	14	-4%	-13%	26%
6	CCNC(=S)NNC(=O)c1cccn(Cc2ccc(Cl)cc2)c1=O	-1%	8	2%	15%	-1%
7	Cc1ccc(-c2nnc(-c3cccnc3)o2)cc1	?	28	-2%	38%	?
8	COc1cc2c(C(=O)Nc3ccc4c(c3)OCO4)cn(CC(C)C)c(=O)c2cc1OC	9.2µM*	?	.	.	-2%
9	COc1ccccc1NC(=O)C1=C(C)Nc2ncnn2C1c1cccs1 (centres undefined)	2%	1	-4%	5%	-7%
10	Cc1ccc(C)c(CNS(=O)(=O)c2ccc3c(c2)C(C)(C)C(=O)N3C)c1	?	0	1%	-23%	20%

entry	BRCA1 expr up	PTAP TSG101 blk	B2AR arrestin	AT treatment	MLL CXXC-DNA inh
1	-1%	-1%	2.1%	-12%	9%
2	-43%	0%	-0.2%	-8%	8%
3	-10%	0%	0.0%	0%	-2%
4	?	0%	-0.7%	-12%	8%
5	-80%	2%	-0.3%	-8%	2%
6	2%	0%	-0.2%	5%	-1%
7	4.5µM*	-5%	0.2%	.	-1%
8	.	.	-0.1%	1%	-10%
9	-19%	1%	0.0%	-3%	-4%
10	-10%&5%	-1%	-0.1%	-1%	-14%

Going on with the list:
entry	smiles	ELG1 repair inh	TRPV1 agonist	TCR activator	Integrin act MD	p53 reactivation
11	O=C(c1cc(-c2ccc(Br)cc2)nc2ccccc12)N1CCN(c2ccccc2O)CC1	?	-3	2%	42%	5%
12	CCOC(=O)c1sc(NC(=O)CSc2n[nH]c(-c3ccncc3)n2)c(C#N)c1C	18µM*	2	5%	18%	-1%
13	CCOc1ccc(NCCC#N)cc1	-1%	0	-1%	13%	-4%
14	Cc1onc(-c2c(Cl)cccc2Cl)c1C(=O)NCc1ccccn1	0%	1	-1%	-5%	4%
15	Cc1cc(=O)n(Cc2ccccc2)c(O)c1C#N	15%	5	3%	22%	1%
16	CCN(CC)c1cccc(OCC(=O)N2c3ccccc3CC2C)c1 (centres undefined)	-15%	?	.	-40%	4%
17	CCOc1ccc(CN2CCN(C(=O)c3ccccc3)CC2)cc1	9.2µM*	-2	5%	1%	1%
18	COc1cc(NC(=O)c2c(F)c(F)c(F)c(F)c2F)c(OC)cc1Cl	-4%	-1	4%	-59%[inhibitor]	0%
19	COc1ccc(CNC(=O)CCSCc2ccc(C)cc2)cc1	-9%	?	0%	1%	2%
20	CCNS(=O)(=O)c1ccc2c(c1)NCC2	2%	3	0%[46.1 µM]	30%	-4%

entry	BRCA1 expr up	PTAP TSG101 blk	B2AR arrestin	AT treatment	MLL CXXC-DNA inh
11	-39%	-4%	-0.3%	-9%	.
12	-14%	-8%	-0.1%	4%	9%
13	0%	0%	-0.7%	0%	1%
14	-2%	-3%	-0.2%	1%	-1%
15	-1%	-5%	-0.5%	-8%	0%
16	34%	1%	0.4%	-8%	.
17	3%	1%	-1.1%	11%	-1%
18	-55%	-10%	-0.3%	-10%	0%
19	11%	0%	-0.2%	-1%	6%
20	-2%	0%	0.1%	3%	4%

2 of these compounds, reformatted:
(17) CCOc1ccc(CN2CCN(C(=O)c3ccccc3)CC2)cc1
  ELG1 repair inh = 9.2µM*
  TRPV1 agonist = -2
  TCR activator = 5%
  Integrin act MD = 1%
  p53 reactivation = 1%
  BRCA1 expr up = 3%
  PTAP TSG101 blk = 1%
  B2AR arrestin = -1.1%
  AT treatment = 11%
  MLL CXXC-DNA inh = -1%

(18) COc1cc(NC(=O)c2c(F)c(F)c(F)c(F)c2F)c(OC)cc1Cl
  ELG1 repair inh = -4%
  TRPV1 agonist = -1
  TCR activator = 4%
  Integrin act MD = -59%[inhibitor]
  p53 reactivation = 0%
  BRCA1 expr up = -55%
  PTAP TSG101 blk = -10%
  B2AR arrestin = -0.3%
  AT treatment = -10%
  MLL CXXC-DNA inh = 0%

(cont.)
entry	smiles	ELG1 repair inh	TRPV1 agonist	TCR activator	Integrin act MD	p53 reactivation
21	COc1ccc(S(=O)(=O)Cc2ccc(C(=O)NCc3ccco3)o2)cc1	-10%	-2	-8%	4%	1%
22	Cc1cccc(NC(=O)CCC(=O)N2CCOCC2)n1	?	0	7%	29%	4%
23	CNC(=S)N/N=C/c1c(Cl)cccc1Cl	4%	1	1%[46.1 µM]	9%	5%
24	Cc1cc(C)n2nc(C(=O)NNC(=O)c3ccc(Cl)cc3)nc2n1	?	4	-1%	13%	5%
25	CC1=[N+](CC(=O)c2ccccc2)CCn2cccc21	?	-1	-5%	0%	18%
26	COc1cccc(C(C(=O)NCC2CCCO2)N(C(=O)Cn2nnc3ccccc32)c2ccc(NC(C)=O)cc2)c1OC (centres undefined)	10%	8	2%	14%	-1%
27	Cc1cc(C)c(S(=O)(=O)N2CCCC(C(=O)N3CCOCC3)C2)c(C)c1 (centres undefined)	-18%	17	-1%	-10%	27%
28	COC(=O)C1(CC2CC(c3ccncc3)=NO2)CCN(C(=O)OC(C)(C)C)CC1 (centres undefined)	4%	?	0%	-15%	2%
29	COc1ccc(N(C)C(=O)c2cc3c(s2)-c2ccccc2OC3)c(OC)c1	?	?	-5%	4%	7%
30	Cc1cc(C(=O)NC2CCCc3c2cnn3-c2ccc(C)c(C)c2)no1 (centres undefined)	-6%	11	-2%	-20%	-2%

entry	BRCA1 expr up	PTAP TSG101 blk	B2AR arrestin	AT treatment	MLL CXXC-DNA inh
21	2%	-3%	0.3%	0%	-2%
22	13%	1%	-0.1%	2%	.
23	-3%	-1%	-0.6%	4%	7%
24	49%	-1%	-1.2%	-18%	-1%
25	50%	-4%	0.1%	-7%	1%
26	-1%	-1%	0.4%	-7%	25%
27	-9%	-5%	0.4%	1%	9%
28	-7%	-2%	0.0%	4%	.
29	-12%	-3%	-0.7%	2%	.
30	2%	2%	-0.4%	5%	4%

Next records follow.
entry	smiles	ELG1 repair inh	TRPV1 agonist	TCR activator	Integrin act MD	p53 reactivation
31	CC(=O)c1c(C)oc2ccc(O)c(CN3CCOCC3)c12	9%	9	-2%	16%	-1%
32	O=C(NCCCn1ccnc1)c1cc(-c2ccncc2)nc2ccccc12	-3%	-1	1%	0%	2%
33	CC(=O)O[C@@H]1[C@H]2[C@@H](C[C@@H](C)[C@@H]3CCC(=O)[C@@]13C)OC(=O)[C@@H]2C	14%	-1	0%	14%	-3%
34	CC(=O)c1cc(CC=C(C)C)c(O)c(CC=C(C)C)c1O	14%	14	7%	6%	-1%
35	COCCCNC(=O)c1ccc(NS(C)(=O)=O)cc1	.	0	13%	-9%	.
36	Cc1ccccc1-n1c(Cn2c(=O)sc3ccccc32)nnc1SCC(=O)N1CCOCC1	-1%	3	3%	9%	-1%
37	Cc1cccc(N2CCN(C(=O)CCNS(=O)(=O)c3ccc4c(c3)CCC(=O)N4)CC2)c1C	11µM*	-6	-3%	-24%	-14%
38	Cc1ccc2c(c1)N(C(=O)CCC(=O)NCCN1CCOCC1)CCO2	5%	0	-1%	-16%	.
39	CCn1c(SCc2cccnc2)nc2c1c(=O)n(C)c(=O)n2C	-2%	-1	4%	-11%	-9%
40	COC(=O)n1c(=O)oc2cc(S(=O)(=O)N3CCOCC3)ccc21	14%	0	3%	2%	10%
41	Cc1c(NC(=O)c2ccc(N3C(=O)C4C5C=CC(C5)C4C3=O)cc2)c(=O)n(-c2ccccc2)n1C (centres undefined)	1%	0	-3%	9%	-6%
42	COc1ccc(NC(c2ccccc2)c2ccncc2)cc1 (centres undefined)	26µM*	-2	9%	39%	-2%

entry	BRCA1 expr up	PTAP TSG101 blk	B2AR arrestin	AT treatment	MLL CXXC-DNA inh
31	-12%	0%	0.0%	.	-1%
32	2%	2%	0.4%	-5%	3%
33	11%	0%	-0.4%	-3%	3%
34	-35%	-1%	0.2%	-8%	22%
35	-8%	-1%	.	.	6%
36	0%	-3%	2.9%	3%	15%
37	-61%	-4%	-0.5%	2%	5%
38	-7%	1%	0.5%	-15%	.
39	-19%	-4%	0.4%	3%	-2%
40	13%	-4%	-0.5%	1%	10%
41	7%	-12%	-0.1%	-4%	0%
42	-27%	0%	-0.1%	14%	6%

From PubChem BioAssay
